ROS inducer = inducers of reactive oxygen species in cancer cells | U2OS ROS induction, H2DCF-DA fluorescence | 2% of 46,000 active | ROS induction (% of piperlongumine), % at 10 µM; in the data active means ROS induction above about 79%, passing the limit was not always enough; inconclusive means no clear call, values can overlap the other calls;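 further: 0% = DMSO vehicle median and 100% = reference compound median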
Numbers without * were called inactive; ? = inconclusive.

SMILES,ROS inducer
O=C(CCCc1ccccc1)NCCc1cn2ccccc2n1,-11.9
C(=N\n1cnnc1)/c1cccs1,3.2
COc1cc(OC)c2c(=O)cc(-c3ccccc3)oc2c1,1.9
C[C@H](CO)N1C[C@H](C)[C@H](CN(C)S(=O)(=O)c2cccc(F)c2)Oc2ncc(C#CCN(C)C)cc2C1=O,7.9
COc1ccc(-c2cc(C(F)(F)F)n3nc(C(=O)NCCCN4CCOCC4)cc3n2)cc1OC,-3.2
COc1ccc(Cc2nnc(SCC(=O)NC(C)C)n2-c2ccc(F)cc2)cc1OC,-4.4
Cc1ccc(Nc2nc(SCc3ccccc3)nnc2C)cc1,9.6
CC(=O)NCCc1ccc(S(=O)(=O)N(C)C)cc1,-11.9
C[C@@H]1CCCCO[C@@H](CN(C)C(=O)Nc2ccc(F)cc2)[C@@H](C)CN([C@H](C)CO)C(=O)c2cc(NC(=O)CCC(F)(F)F)ccc2O1,139.8*
C[C@H](CO)N1C[C@H](C)[C@@H](CN(C)Cc2ccc(-c3ccccc3)cc2)Oc2ccc(NC(=O)C3CCCCC3)cc2C1=O,103.6*
C[C@@H]1CN([C@@H](C)CO)C(=O)c2cccc(NC(=O)Nc3ccc(F)cc3)c2O[C@@H]1CN(C)S(=O)(=O)c1ccc(Cl)cc1,-2.8
COc1ccc(NC(=O)N(C)C[C@H]2Oc3ccc(N(C)C)cc3C(=O)N([C@H](C)CO)C[C@@H]2C)cc1,-15.5
COc1cccc2cc(-c3nnc(SCC(=O)Nc4cccc(F)c4)n3C)oc12,0.5
C[C@@H]1CN([C@H](C)CO)C(=O)c2cccc(NS(C)(=O)=O)c2O[C@@H]1CN(C)C(=O)Nc1ccc2c(c1)OCO2,1.7
FC(F)(F)C1(C(F)(F)F)N=C(c2ccccc2)NC(c2ccccc2)=N1,4.2
Cc1ccc(S(=O)(=O)N(C)C[C@@H]2Oc3c(NC(=O)c4ccc(-c5nccs5)cc4)cccc3C(=O)N([C@@H](C)CO)C[C@H]2C)cc1,33.5

A run of entries from the list above, as a working copy:
SMILES,ROS inducer
O=C(CCCc1ccccc1)NCCc1cn2ccccc2n1,-11.9
C(=N\n1cnnc1)/c1cccs1,3.2

Next results.
SMILES,ROS inducer
CC(C)NC(=O)Nc1ccc2c(c1)C(=O)N([C@@H](C)CO)C[C@H](C)[C@H](CN(C)Cc1ccc(Oc3ccccc3)cc1)O2,-1.4
O=C(c1ccc(Cl)cc1)N1CCCc2ccccc21,-9.5
CNC(=S)N1N=C2c3ccccc3CCC2C1c1ccc(OC)cc1 (stereo not drawn),41.8
C[C@@H]1CCCCO[C@H](CN(C)C(=O)Nc2ccc(F)cc2)[C@@H](C)CN([C@H](C)CO)C(=O)c2cc(NC(=O)NC3CCCCC3)ccc2O1,11.9
Cc1noc(C)c1S(=O)(=O)Nc1ccc2c(c1)C(=O)N([C@H](C)CO)C[C@H](C)[C@@H](CN(C)Cc1ccc(Cl)c(Cl)c1)O2,72.2
CS(=O)(=O)Nc1ccc(Cl)cc1C(=O)c1ccccc1,-5.1
COc1ccc(CN(C)C[C@@H]2Oc3c(NS(=O)(=O)c4cccs4)cccc3C(=O)N([C@H](C)CO)C[C@@H]2C)cc1,-3.6
CN(C)CCN(C(=O)c1ccco1)c1nc2cc3c(cc2s1)OCO3,-2.2
Cc1ccc(S(=O)(=O)N(C)C[C@@H]2Oc3ccc(NC(=O)Nc4cccc5ccccc45)cc3C(=O)N([C@H](C)CO)C[C@@H]2C)cc1,56.5
CCOC(=O)c1ccc(N=Cc2c(O)[nH]c(=O)[nH]c2=O)cc1,-2.7
CCOC(=O)c1c(-c2ccc(C)cc2)csc1NC(=O)c1cccc(OC(C)=O)c1,1.1
Cc1ccc(S(=O)(=O)N(C)C[C@@H]2Oc3c(NC(=O)Nc4c(C)noc4C)cccc3C(=O)N([C@@H](C)CO)C[C@@H]2C)cc1,-1.7
COc1cccc(NC(=O)CSc2nncn2C)c1,-5.8
C[C@@H]1CN([C@H](C)CO)C(=O)Cc2cc(NC(=O)Nc3ccccc3)ccc2O[C@H]1CN(C)Cc1ccncc1,0.3
COc1ccc(-c2cnc3c(c2)C(=O)N([C@H](C)CO)C[C@H](C)[C@H](CN(C)S(=O)(=O)c2cccc(OC)c2)O3)cc1,41.9
COc1ccc(OC)c(C(C)NC(=O)Nc2cccc(C(C)=O)c2)c1 (stereo not drawn),-1.9
O=C(CSc1nnc(-c2cccc3ccccc23)n1-c1ccccc1)NC1CC1,0.3
C[C@H](CO)N1C[C@H](C)[C@H](CN(C)C(=O)Nc2ccc3c(c2)OCO3)Oc2c(NC(=O)c3ccncc3)cccc2C1=O,2.0
Cc1cc(O)c(C=O)c(O)c1C(=O)O,-14.8
Cc1noc(C)c1NC(=O)Nc1cccc2c1O[C@H](CN(C)S(=O)(=O)c1cn(C)cn1)[C@H](C)CN([C@@H](C)CO)C2=O,-6.1
C[C@H]1CN([C@@H](C)CO)C(=O)Cc2cc(NC(=O)CCCCCC(=O)Nc3ccccc3N)ccc2O[C@@H]1CN(C)Cc1ccc(Oc2ccccc2)cc1,9.2
O=C(CSc1ncn(-c2ccccc2)n1)Nc1ccc(Cl)cc1Cl,7.9
C[C@@H]1CN([C@@H](C)CO)C(=O)c2cc(NS(=O)(=O)c3ccccc3)ccc2O[C@H]1CN(C)C(=O)Nc1cccc2ccccc12,-0.5
O=C(Nc1ccc(F)cc1F)NC1CC(=O)N(Cc2ccccc2)C1 (stereo not drawn),34.9

The results go on:
canonical_smiles | ROS inducer
CNC[C@@H]1Oc2ncc(-c3cccc(F)c3)cc2C(=O)N([C@H](C)CO)C[C@@H]1C | -8.3
O=C(N/N=C/c1cc(O)ccc1O)c1ccccc1O | -8.9
NC(=S)c1ccc(-c2cccs2)s1 | -10.3
COc1ccc(NC(=O)Cn2cnc3sc4c(c3c2=O)CCC(C)C4)cc1 (stereo not drawn) | -10.6
C[C@@H]1CN([C@H](C)CO)C(=O)Cc2cc(NC(=O)Nc3ccc(C(F)(F)F)cc3)ccc2O[C@H]1CN(C)C | -15.7
CNC[C@H]1Oc2ccc(NS(=O)(=O)c3ccc(C)cc3)cc2C(=O)N([C@@H](C)CO)C[C@H]1C | -5.4
COc1ccccc1NC(=O)N(C)C[C@@H]1OCc2cn(nn2)CCCC(=O)N([C@@H](C)CO)C[C@H]1C | -11.5
NC(N)=Nc1nc2ccccc2o1 | -8.1
CNC[C@H]1Oc2ccc(NC(=O)Nc3ccc4c(c3)OCO4)cc2CC(=O)N([C@H](C)CO)C[C@H]1C | -2.6
CC1CCN(S(=O)(=O)c2ccc(C(=O)NC34CC5CC(CC(C5)C3)C4)cc2)CC1 | 0.0
Cc1cccc(OCC(=O)Nc2cccc(-c3nc4cc(Cl)ccc4o3)c2C)c1 | -8.0
C[C@@H]1CN([C@@H](C)CO)C(=O)c2cccc(NC(=O)Nc3ccc4c(c3)OCO4)c2O[C@H]1CN(C)S(=O)(=O)c1cccs1 | -4.8
COc1cc(C(F)(F)F)nc2ccc(C#CCOC(=O)Nc3ccccc3)cc12 | 27.1
Cc1cc2nc(Nc3nc4ccccc4c(=O)[nH]3)nc(C)c2cc1C | 2.2
COCCCNC(=O)[C@@]1(Cc2ccccc2N=[N+]=[N-])N=C(c2ccc(OCCCO)cc2)O[C@H]1c1ccccc1 | -7.1
C[C@@H]1CN([C@@H](C)CO)C(=O)c2cccc(NC(=O)Nc3ccc4c(c3)OCO4)c2O[C@@H]1CN(C)S(=O)(=O)c1ccc(Cl)cc1 | -10.9
C=C1C(=O)O[C@@H]2[C@H]1[C@H](O)C[C@]1(C)[C@@H](O)CC=C(C)[C@@H]21 | 34.1
CCOC(=O)c1cc[nH]c1C | -8.9
Cc1noc(C)c1S(=O)(=O)Nc1ccc2c(c1)C(=O)N([C@H](C)CO)C[C@H](C)[C@@H](CN(C)C(=O)NC1CCCCC1)OCCCC[C@@H](C)O2 | -5.4
CCOC(=O)N(C)C[C@H]1OCc2cn(nn2)CCCC(=O)N([C@@H](C)CO)C[C@@H]1C | 4.3

A draw from above in order of molar mass, lowest first.
canonical_smiles | ROS inducer
CCOC(=O)c1cc[nH]c1C | -8.9
O=C(CCCc1ccccc1)NCCc1cn2ccccc2n1 | -11.9
Cc1ccc(S(=O)(=O)N(C)C[C@@H]2Oc3c(NC(=O)Nc4c(C)noc4C)cccc3C(=O)N([C@@H](C)CO)C[C@@H]2C)cc1 | -1.7
C[C@@H]1CN([C@@H](C)CO)C(=O)c2cccc(NC(=O)Nc3ccc4c(c3)OCO4)c2O[C@H]1CN(C)S(=O)(=O)c1cccs1 | -4.8
C[C@@H]1CCCCO[C@@H](CN(C)C(=O)Nc2ccc(F)cc2)[C@@H](C)CN([C@H](C)CO)C(=O)c2cc(NC(=O)CCC(F)(F)F)ccc2O1 | 139.8*

New compounds follow:
canonical_smiles | ROS inducer
Cc1c(NC(=O)CCN2C(=O)c3ccccc3C2=O)cccc1C(=O)O | -4.6
C[C@@H]1CN([C@@H](C)CO)C(=O)CCCn2cc(nn2)CO[C@@H]1CN(C)Cc1ccc2c(c1)OCO2 | 4.2
C[C@@H]1CN([C@H](C)CO)C(=O)c2cccc(NS(=O)(=O)c3ccccc3)c2O[C@@H]1CN(C)Cc1ccc(Oc2ccccc2)cc1 | ?
COc1ccc(C2NNC(=S)S2)cc1 (stereo not drawn) | -8.9
COc1ccc(S(=O)(=O)Nc2ccc3c(c2)CC(=O)N([C@@H](C)CO)C[C@H](C)[C@H](CN(C)S(=O)(=O)c2ccc(F)cc2)O3)cc1 | 7.5
COC(=O)c1ccc(NC(=O)CSc2cc(C)c3ccccc3n2)cc1 | -16.2
C[C@@H]1CN([C@@H](C)CO)C(=O)c2cc(NC(=O)CCCN(C)C)ccc2O[C@H]1CN(C)S(=O)(=O)c1cccs1 | -9.6
O=C(CSc1nnc2scc(-c3ccccc3)n12)c1ccc2c(c1)OCCO2 | 1.3
CCN(CC)C(=O)CSc1nc2sc(C)c(C)c2c(=O)[nH]1 | 3.8
C[C@H]1CN([C@@H](C)CO)C(=O)c2cc(NC(=O)NC3CCCCC3)ccc2O[C@@H]1CN(C)S(C)(=O)=O | 25.4
C[C@H](CO)N1C[C@H](C)[C@H](CN(C)S(=O)(=O)c2ccccc2)Oc2ccc(NC(=O)Cc3cn(C)c4ccccc34)cc2C1=O | 1.1
CCc1ccccc1NC(=O)CN(C)S(=O)(=O)c1ccc2ccccc2c1 | -2.0
O=c1c(-c2ccccc2)coc2cc(O)ccc12 | 0.4
Cc1ccc(S(=O)(=O)Nc2ccc3c(c2)C(=O)N([C@H](C)CO)C[C@H](C)[C@H](CN(C)Cc2ccc(C(=O)O)cc2)O3)cc1 | -18.1
Cc1ccc(S(=O)(=O)N2C(=O)CCC2C(=O)Nc2ccc(I)cc2)cc1 (stereo not drawn) | 1.2
Cc1[nH]c(=O)[nH]c(=O)c1S(=O)(=O)NCCOC12CC3CC(CC(C3)C1)C2 | -0.7
Cc1noc(C)c1S(=O)(=O)Nc1ccc2c(c1)C(=O)N([C@H](C)CO)C[C@@H](C)[C@H](CN(C)C(=O)Nc1cccc3ccccc13)O2 | -3.9
C[C@H]1CN([C@@H](C)CO)C(=O)CCCn2nncc2CO[C@H]1CN(C)C(=O)Nc1ccc(C(C)(C)C)cc1 | 0.2
C[C@H](CO)N1C[C@H](C)[C@@H](CN(C)Cc2cccnc2)OCc2cnnn2CCCC1=O | 2.0
C[C@H](CO)N1C[C@H](C)[C@H](CN(C)Cc2ccccc2)Oc2ccc(NC(=O)NC3CCCCC3)cc2CC1=O | -1.2
CCC(C)NC(=O)C1CCN(S(=O)(=O)c2ccc3nc4c(c(C(=O)O)c3c2)CCCC4)CC1 (stereo not drawn) | 43.4
CCN(C(=O)c1cc2c(=O)[nH]c3ccc(C)cc3c2s1)c1ccccc1 | 55.4
Cc1cccc(NC(=O)CSc2nnc(-c3ccc(Cl)cc3)n2-c2cccc(C)c2)c1 | -11.5
C[C@H]1CN([C@@H](C)CO)C(=O)Cc2cc(NC(=O)Nc3ccc(F)cc3)ccc2O[C@@H]1CN(C)Cc1ccc2c(c1)OCO2 | 21.2
O=C(c1ccco1)N1CCN(C(=O)C2CCCc3c2[nH]c2ccc(Cl)cc32)CC1 (stereo not drawn) | 9.4
C[C@H]1CN([C@@H](C)CO)C(=O)c2cccc(NC(=O)Nc3cccc4ccccc34)c2O[C@H]1CN(C)S(=O)(=O)c1ccc(F)cc1 | -4.1
C[C@H](CO)N1C[C@H](C)[C@@H](CN(C)S(=O)(=O)c2ccccc2F)OCc2cnnn2CCCC1=O | 28.4
CCc1ccc(Nc2nc(-c3cc4ccccc4oc3=O)cs2)cc1 | -3.3
CC(C)NC(=O)Nc1ccc2c(c1)C(=O)N([C@@H](C)CO)C[C@@H](C)[C@H](CN(C)CC1CCCCC1)O2 | -8.5
COc1cc(NC(=O)Cc2ccc(F)cc2)cc(S(=O)(=O)c2ccc(Cl)cc2)c1 | 25.4
CCOc1ccc(NC(=O)CSc2nnc(-c3ccc(Cl)cc3)n2C)cc1 | 8.9
CC(C)OC(=O)c1cccc(NC(=O)c2ccc(Br)cc2)c1 | -9.5
O=C(c1ccccc1Cl)n1nc(-c2ccccc2)nc1NCc1ccco1 | ?
C[C@@H]1CN([C@H](C)CO)C(=O)c2cccc(NS(=O)(=O)c3ccccc3)c2O[C@@H]1CN(C)Cc1ccc(-c2ccccc2)cc1 | 66.0
C[C@H](CO)N1C[C@H](C)[C@H](CN(C)CC2CCCCC2)Oc2c(NS(=O)(=O)c3cn(C)cn3)cccc2C1=O | -16.1
O=c1ncn(Cc2cccs2)cc1-c1ccccc1 | -2.5
C=CCSc1nccc(-c2sc3ccc(Cl)cc3c2C)n1 | 5.1
Cc1ccc(S(=O)(=O)Nc2ccc3c(c2)C(=O)N([C@H](C)CO)C[C@@H](C)[C@@H](CN(C)S(=O)(=O)c2cn(C)cn2)O3)cc1 | -1.6
CCCN(C)C[C@@H]1Oc2ncc(-c3ccc(F)cc3)cc2C(=O)N([C@H](C)CO)C[C@@H]1C | 47.9
Cc1noc(C)c1S(=O)(=O)N(C)C[C@H]1Oc2c(NS(=O)(=O)c3cn(C)cn3)cccc2C(=O)N([C@@H](C)CO)C[C@H]1C | -6.8

Not all compounds are listed. The share of hits here may be higher or lower than overall.
